Screens (PubChem BioAssay)
PriA SSB inh – blocks PriA binding to SSB C-terminal tail | AlphaScreen SSBct-PriA binding, biotinylated peptide | inhibition, % at 33 µM | hit rate 0.6% among 430,000; in the data active means inhibition mostly above about 37%, no sharp cut-off; inactive means mostly below about 20%;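 further: plate controls were negative control peptide for no effect and reference peptide for full effect; strong numbers were not always called active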
* hit, by the source's call; & = joins results of further samples. Only part of the results is shown; the hit share may differ from the screen's.

molecule	PriA SSB inh
O=C(C1CC=CCC1)N1CCCC(S(=O)(=O)c2ccc(F)cc2)C1 (configuration not stated)	-14.0
COc1ccc(CNC(=O)CC(C)=NNC(=O)COc2ccc(C)cc2Br)cc1	-2.6
CCN1C(=O)Cc2cc(NC(=O)COc3cccc(OC)c3)ccc21	13.0
CCN(Cc1cnc2ccccn12)S(=O)(=O)c1ccsc1C(=O)OC	-12.0
Cc1ccc(C)c(Cn2nc3ccc(S(=O)(=O)N4CCOCC4)cn3c2=O)c1	-14.0
O=C(Nc1nnc(-c2ccncc2)o1)c1ccno1	1.0
CCOC(=O)C(C#N)=C1Nc2ccccc2N=C1N(CC(C)C)CC(C)C	-8.1
C/C(=N\N=C1NC(=O)CC(C(=O)O)S1)c1ccccc1 (configuration not stated)	-10.0
CCn1ccc(C(=O)N=c2sc3cc(S(C)(=O)=O)ccc3n2CCSC)n1	-12.0
CSc1cccc(NC(=O)C(=O)NCCC2=CCCCC2)c1	4.0
O=C(Cc1csc(SCc2ccc(Cl)cc2)n1)Nc1ccccc1	-23.0
N#C/C(=C\Nc1ccc(C(N)=O)cc1)c1nc(-c2cccc3ccccc23)cs1	6.0
O=C(NC1CCCCC1)N1CCC(n2ccnn2)CC1	-14.0
CCc1nc2c(sc3cccc(F)c32)c(=O)n1CC(=O)Nc1ccc2c(c1)OCO2	-6.0
Cc1cc(C)c2nc(NC(=O)c3c(F)cccc3F)sc2c1	-12.0

Next part:
molecule	PriA SSB inh
COc1cccc2cc(C(=O)Nc3ccc(Br)cc3C(=O)c3ccccc3Cl)oc12	17.0
O=C(NCCCN1CCOCC1)C(=O)NN=Cc1c2ccccc2cc2ccccc12	-10.8
COc1ccc(-c2nsc(SCC(=O)OCc3ccccc3)n2)cc1	-63.0
COc1ccc(C=NNc2nc3ccccc3c(=O)n2-c2ccccc2)cc1OC	-9.3
Cc1ccc(NC(=O)Cn2c(=O)n(CCCCC(=O)NC(C)C)c(=O)c3ccccc32)cc1C	8.0
COc1ccc(N2CCCS2(=O)=O)cc1NS(=O)(=O)c1ccc2c(c1)OCCO2	-10.0
O=C(Nc1ccc(Cl)c(Cl)c1)N1CC(N2C(=O)C3CC=CCC3C2=O)C1 (configuration not stated)	-12.0
OCc1ccccc1CN1CCCC1	-16.0
NC(=NOC(=O)CCCOc1ccccc1)c1ccc(Br)cc1	-14.8
COc1cccc(NC(=O)NCCOc2cc(C)cc(C)c2)c1OC	-7.0
O=C(CN1CCN(Cc2nc(-c3cccs3)cs2)CC1)Nc1nc2ccccc2s1	-14.0
CSc1ncccc1C(=O)Nc1ccc2c(c1)N(C(=O)C1CCCC1)CC2	8.0
c1cnc2c(OC3CNC3)cccc2c1	-10.0
CCOC(=O)c1sc2nc(C)n(/N=C\c3ccc(OC(=O)c4cccnc4)cc3)c(=O)c2c1C	-4.0
Cc1nc(SCc2ccc(F)cc2)[nH]c(=O)c1CC(=O)N1CCC(C(N)=O)CC1	-5.0

Later entries:
molecule	PriA SSB inh
CC1(C)C2CCC1(CS(=O)(=O)NCC1CCN(C(=O)c3cccnc3)CC1)C(=O)C2 (configuration not stated)	-11.0
NC(=NOC(=O)c1ccccc1Cl)c1cccc([N+](=O)[O-])c1	13.2
O=C(c1ccc(C(F)(F)F)cc1)N1CCN(Cc2nc3ccccc3[nH]2)CC1	-22.0&9.0
CCOc1cc(C=NNC(=O)CCn2nnc3ccccc32)ccc1O	2.9
CCC(=O)Nc1nc(-c2ccccc2)c(-c2ccccc2)s1	-7.0
CSc1ccc(C(O)CNC(=O)CCc2ccccc2Br)cc1 (configuration not stated)	-29.0
O=C(c1ccc(Cn2ccnc2)cc1)N1CCC(COCc2ccccc2)CC1	-5.0
COc1ccc(Br)c(C(=O)NC[C@@](O)(c2cccs2)C2CC2)c1	-7.0
O=C(COc1ccc(Cl)cc1)NCCn1ncc2c(=O)n(Cc3cccc(C(F)(F)F)c3)cnc21	-2.0
CCC(C(=O)NCCc1cn2ccccc2n1)c1ccccc1 (configuration not stated)	-32.0&0.0
CC(C)C(=O)NN=Cc1ccc(OCc2ccccc2)cc1	-0.6
O=C(CSc1ccc([N+](=O)[O-])cc1[N+](=O)[O-])Nc1cccc(C(F)(F)F)c1	15.0
COc1cccc(-c2noc(CSc3nc4ccccc4c(=O)n3-c3ccc(F)cc3)n2)c1OC	5.0
Cc1cc(C(=O)NN=Cc2ccccc2Br)no1	-23.7
CCOC(=O)N1CCN(S(=O)(=O)c2ccc(C(=O)NC3Sc4c(ccc5ccccc45)N3C)cc2)CC1 (configuration not stated)	2.0

Later entries
molecule	PriA SSB inh
Cc1onc(-c2c(Cl)cccc2Cl)c1C(=O)NC(=N)N1CCOCC1	9.2
CC(=O)N1CCN(C(=O)CC2CSc3nc4c(cnn4-c4ccccc4)c(=O)n32)CC1 (configuration not stated)	-9.0
COc1ccc(F)cc1S(=O)(=O)NCc1cc(C2CC2)n(C2CCCC2)n1	-9.0
CC12CCC(C(=O)NN=Cc3ccc(O)cc3)(OC1=O)C2(C)C (configuration not stated)	-3.6
CC(=NNC(=O)CN1CCN(S(=O)(=O)c2ccc(C)cc2)CC1)c1ccc(O)cc1	0.2
CCOc1ccc(CN)cn1	4.0
O=c1oc2ccc(Br)cc2cc1S(=O)(=O)N1CCCC1	-11.0
CC(C)S(=O)(=O)c1ccc(CC(=O)NCCn2nc(-c3cccnc3)n(C3CC3)c2=O)cc1	3.0
COc1ccc(Cl)cc1NC(=O)Cn1c(-n2nc(C)cc2C)nc(C)c(C)c1=O	-3.0
COc1ccc(-c2nnc3ccc(OCCNC(=O)COc4ccc(C)c(C)c4)nn23)cc1	-13.0
CCCCCC1CCC(c2ccc(C(=O)OCC(=O)c3ccc(C4CCC(CCC)CC4)cc3)cc2)CC1 (configuration not stated)	-10.0&2.0
Cc1cc(NC(=O)c2ccc(-c3ccccc3)cc2)n(-c2nc3c(cnn3-c3ccccc3)c(=O)[nH]2)n1	8.0
CCOC(=O)C(C#N)=NNc1ccc(S(=O)(=O)Nc2nc(C)cc(C)n2)cc1	-2.4
COc1ccc2sc(N(CCN3CCOCC3)C(=O)c3ccno3)nc2c1	-8.0
O=S(=O)(Cc1ccc(Cl)cc1)c1ccc(NCc2ccc(F)cc2)nn1	0.0

(further entries)
molecule	PriA SSB inh
O=C(/C=C/c1ccccc1)NCCSc1ncc(-c2ccccc2)[nH]1	19.0
COc1ccc(NC(=O)NCCCn2nc(-c3ccncc3)ccc2=O)cc1	-23.0
O=C(Cc1cccs1)NCCc1nc(C2CC2)cc(C(F)(F)F)n1	-9.0
CCOc1ccc(-c2ccc3nnc(SCC(=O)N4CCOCC4)n3n2)cc1	-2.0
NC(=O)c1ccccc1OCC#CCNC(=O)Nc1cccs1	-8.0
Cc1nc2ccccn2c1C(=O)NC[C@@](O)(c1ccccc1)C1CC1	-6.0
Cc1ccc(-n2c(N)cc(=O)nc2SCC(=O)N2CCCc3ccccc32)cc1C	7.0
COc1ccc(N2CC(NC(=O)Cc3ccccc3)CC2=O)cc1OC (configuration not stated)	-13.0
COc1cccc(N2CC(C(=O)N3CCCCC(c4ccc(F)cc4)C3)CC2=O)c1 (configuration not stated)	17.0
C=CCn1c(SCCOc2ccccc2OC)nc2ccccc21	-60.0
CCC1(C)Oc2ccccc2C2CC(c3ccccc3)=NN21 (configuration not stated)	-2.0
CC(=O)c1ccc(C[P+](c2ccccc2)(c2ccccc2)c2ccccc2)o1	9.0
Cc1cc(NC(=O)Cc2ccc(F)cc2)n(-c2nc3ccccc3s2)n1	0.0
O=C(c1cc2n(n1)CCCO2)N1CCN(c2ccccc2F)CC1	-13.0
Cc1cccc(C)c1NC(=S)NN=Cc1ccc(C(=O)O)cc1	-10.8

The listing continues.
molecule	PriA SSB inh
COc1ccc2c(c1)C=C(C=O)CO2	-9.0
O=C(CC1CCCCN1S(=O)(=O)c1cccs1)Nc1ccccc1Cl (configuration not stated)	21.0
N#Cc1nccnc1O[C@H]1CCCN(C(=O)NCc2ccc(Cl)cc2)C1	-21.0
O=S(=O)(c1ccccc1)c1ccccc1C=NO	-16.7
COCC(=O)Nc1c(C)nc2ccc(Cl)cn2c1=O	-20.0
O=[N+]([O-])c1ccc(C=NNc2nc(-c3ccccc3)c3cc(Br)ccc3n2)o1	-9.8
O=C(NCc1nnnn1-c1cccc(F)c1)c1cc2ccccc2oc1=O	0.0
O=C(Nc1ccc2c(c1)C(=O)NCC2)c1cc(C2CC2)on1	-16.0
COc1ccc(N(C)S(=O)(=O)c2ccsc2C(=O)n2nc(C)cc2C)cc1	9.0
Cc1nnc(SCc2nc3ccccc3c(=O)[nH]2)s1	0.0
Cc1cc(C(=O)Nc2cccc(-c3nc4ccccc4o3)c2)on1	-6.0
O=C(NCC[C@H](O)c1ccccc1)C(c1ccccc1)c1ccccc1	-9.0
CC(Oc1cccc(F)c1)C(=O)NCCOc1ccccc1 (configuration not stated)	-18.0
COc1cc(S(=O)(=O)NCc2ccco2)ccc1F	-8.0
CSCCC(C)(O)CNC(=O)c1cccn(C)c1=O (configuration not stated)	-3.0

(continued)
molecule	PriA SSB inh
O=C(NN=Cc1ccc(F)cc1)c1ccc(F)cc1	-3.2
Cc1nnc(NC(=O)CSc2nnc(NC(=O)c3cc([N+](=O)[O-])ccc3Cl)s2)s1	-1.0
Cc1ccc(-c2n[nH]c(=S)n2N=Cc2cc3c(cc2[N+](=O)[O-])OCO3)cc1	-16.3
CC1CCN(Cc2c(C(=O)NN=Cc3cc(Cl)ccc3O)nnn2-c2nonc2N)CC1	-4.1
COc1ccc(-c2cc(=O)n(CC(=O)Nc3ccccc3SC)cn2)cc1	-3.0
CC(C)N(C)S(=O)(=O)c1ccc(C(=O)N(Cc2cccnc2)c2nc3c(Cl)cccc3s2)cc1	-41.0&-10.0
COc1ccc(OCC(=O)NCC(c2cccn2C)N2CCc3ccccc3C2)cc1 (configuration not stated)	16.0
COc1ccc(-c2ccc(N3CCCC(C(=O)NC4CC4)C3)nn2)cc1 (configuration not stated)	-13.0
O=C(Nc1ncc(Cc2ccc(Cl)cc2)s1)c1ccc(-n2cnnn2)cc1	9.0
Cc1ccc(S(=O)(=O)N=C(c2ccc(F)cc2)N(C)C)cc1	-6.0
COC(=O)c1ccc(C(=O)Nc2ccc(-c3nc4ccc(C)cc4s3)cc2)cc1	-13.0
S=c1[nH]nc(COc2ccccc2)n1N=C/C(Cl)=C/c1ccccc1	-9.2
COc1ccc(N2CC(NC(=O)Nc3ccncc3)CC2=O)cc1 (configuration not stated)	-4.0
CCOCC(=O)NCc1cc(C2CC2)n(C)n1	-25.0
Cc1ccc(Cl)cc1S(=O)(=O)Nc1ccc2c(c1)C(=O)NCCO2	-12.0&7.0

(listing goes on)
molecule	PriA SSB inh
O=c1ccc(-c2ccc(F)cc2)nn1Cc1ccc(C(F)(F)F)cc1	-10.0
Cn1cnnc1SCCN	-8.0&17.0
COC(=O)c1ccsc1NC(=O)CSc1ccc(C)cc1	-14.0
Cn1nc(C(=O)Nc2ccccc2C(F)(F)F)ccc1=O	-2.0
O=C(NCc1ccsc1)C(=O)NCc1cccs1	8.0
Cc1ccc(C(=O)OCC(=O)Nc2nnc(-c3ccccc3)o2)cc1O	31.1
COC(=O)c1ccc(C(=O)Nc2nnc(-c3ccccc3Cl)o2)cc1	-10.0
O=C(Cc1cccnc1)N1CCC[C@H](Oc2cccnn2)C1	-16.0
O=C(NN=Cc1ccc([N+](=O)[O-])o1)c1cc2c(ccc3ccccc32)o1	-8.1
CCOc1cc(C=NO)cc(Cl)c1OC	-12.2
Clc1ccc(C=NNc2nc(Cl)nc3ccccc23)cc1	8.6
CN(C)C=Nc1c(C#N)cnn1-c1ncnc2sc(-c3ccccc3)cc12	-7.0
COC(=O)CS[C@H]1CCN(C(=O)c2ccc(C(=O)OC)cc2)C1	-7.0
Fc1ccccc1C=Nn1c(COc2ccccc2)n[nH]c1=S	15.9
CCOc1ccccc1NC(=O)C(=O)NCC1CCN(C2CCCC2)CC1	-7.0

Three neighbouring entries already listed:
molecule	PriA SSB inh
Cn1nc(C(=O)Nc2ccccc2C(F)(F)F)ccc1=O	-2.0
O=C(NCc1ccsc1)C(=O)NCc1cccs1	8.0
Cc1ccc(C(=O)OCC(=O)Nc2nnc(-c3ccccc3)o2)cc1O	31.1

(more compounds)
molecule	PriA SSB inh
Cc1onc(-c2ccccc2)c1C(=O)NN=C/C(Br)=C/c1ccccc1	8.9
O=C(CSc1nnc2scc(-c3ccc(Cl)cc3)n12)N1CCOCC1	-6.0
O=C(Nc1ccc2c(c1)C(=O)NCC2)c1ccc(OC(F)(F)F)cc1	-10.0
COc1cccc(C(C)=NNC(=O)Cc2c(C)[nH][nH]c2=O)c1	-6.5
CCOc1cc(/C=C2\SC(=N)NC2=O)ccc1O	-8.3
CC(=O)N1CCc2c(sc(NC(=O)COc3ccc(Cl)cc3)c2C#N)C1	-8.0
CC(C)(C)c1cc(=O)n2c(n1)SC[C@@H](C(=O)N1CCN(Cc3ccncc3)CC1)C2	-9.0
COc1ccc(S(=O)(=O)NCC2(c3cccs3)CCCC2)cc1OC	-8.0
CC(=O)c1ccc(NC(=O)Cc2ccc(Cl)s2)cc1	11.0
C=CCn1c(O)c(C=C2C=c3ccccc3=N2)c(=O)[nH]c1=S	0.6
Cc1nc2ccc(NC(=O)Nc3ccc4c(c3)OCO4)cc2c(=O)n1-c1ccc(Cl)cc1	-8.0
Nc1cc(=O)[nH]c(SCC(=O)Nc2ccc(S(N)(=O)=O)cc2)n1	12.0
O=C(Nc1nc(CC(=O)N2CCN(c3ncccn3)CC2)cs1)c1ccc[nH]c1=O	2.0
O=C(Nc1cnoc1)c1cnc2ccccc2n1	-12.0
COc1ccc(C=NNC(=O)c2cc(O)c(O)c(O)c2)cc1Cn1cc([N+](=O)[O-])cn1	14.3
